Screening data as filed in PubChem BioAssay.
KDM5B inhibitor = Primary screen for KDM5B Histone Demethylases FDH-coupled qHTS. Lysine-specific demethylase 5B (Homo sapiens), Q9UGL1. KDM5B demethylase, FDH-coupled NADH fluorescence (FDH is formaldehyde dehydrogenase). Potency, µM (top dose mostly 57.7 µM), for inactives: top-dose activity change, negative = inhibition, most hits filed as inhibitors. actives 2.6% (n = 220,000); active = well fitted inhibition curve with a large enough effect; inconclusive = small, poorly fitted or top-dose-only effect; inactive = no such curve, though single readings can be large or run the other way; note: 0% is about no effect; nearly all actives have a fitted effect of over 70% in size
Target sequence (Q9UGL1 whole entry, looked up): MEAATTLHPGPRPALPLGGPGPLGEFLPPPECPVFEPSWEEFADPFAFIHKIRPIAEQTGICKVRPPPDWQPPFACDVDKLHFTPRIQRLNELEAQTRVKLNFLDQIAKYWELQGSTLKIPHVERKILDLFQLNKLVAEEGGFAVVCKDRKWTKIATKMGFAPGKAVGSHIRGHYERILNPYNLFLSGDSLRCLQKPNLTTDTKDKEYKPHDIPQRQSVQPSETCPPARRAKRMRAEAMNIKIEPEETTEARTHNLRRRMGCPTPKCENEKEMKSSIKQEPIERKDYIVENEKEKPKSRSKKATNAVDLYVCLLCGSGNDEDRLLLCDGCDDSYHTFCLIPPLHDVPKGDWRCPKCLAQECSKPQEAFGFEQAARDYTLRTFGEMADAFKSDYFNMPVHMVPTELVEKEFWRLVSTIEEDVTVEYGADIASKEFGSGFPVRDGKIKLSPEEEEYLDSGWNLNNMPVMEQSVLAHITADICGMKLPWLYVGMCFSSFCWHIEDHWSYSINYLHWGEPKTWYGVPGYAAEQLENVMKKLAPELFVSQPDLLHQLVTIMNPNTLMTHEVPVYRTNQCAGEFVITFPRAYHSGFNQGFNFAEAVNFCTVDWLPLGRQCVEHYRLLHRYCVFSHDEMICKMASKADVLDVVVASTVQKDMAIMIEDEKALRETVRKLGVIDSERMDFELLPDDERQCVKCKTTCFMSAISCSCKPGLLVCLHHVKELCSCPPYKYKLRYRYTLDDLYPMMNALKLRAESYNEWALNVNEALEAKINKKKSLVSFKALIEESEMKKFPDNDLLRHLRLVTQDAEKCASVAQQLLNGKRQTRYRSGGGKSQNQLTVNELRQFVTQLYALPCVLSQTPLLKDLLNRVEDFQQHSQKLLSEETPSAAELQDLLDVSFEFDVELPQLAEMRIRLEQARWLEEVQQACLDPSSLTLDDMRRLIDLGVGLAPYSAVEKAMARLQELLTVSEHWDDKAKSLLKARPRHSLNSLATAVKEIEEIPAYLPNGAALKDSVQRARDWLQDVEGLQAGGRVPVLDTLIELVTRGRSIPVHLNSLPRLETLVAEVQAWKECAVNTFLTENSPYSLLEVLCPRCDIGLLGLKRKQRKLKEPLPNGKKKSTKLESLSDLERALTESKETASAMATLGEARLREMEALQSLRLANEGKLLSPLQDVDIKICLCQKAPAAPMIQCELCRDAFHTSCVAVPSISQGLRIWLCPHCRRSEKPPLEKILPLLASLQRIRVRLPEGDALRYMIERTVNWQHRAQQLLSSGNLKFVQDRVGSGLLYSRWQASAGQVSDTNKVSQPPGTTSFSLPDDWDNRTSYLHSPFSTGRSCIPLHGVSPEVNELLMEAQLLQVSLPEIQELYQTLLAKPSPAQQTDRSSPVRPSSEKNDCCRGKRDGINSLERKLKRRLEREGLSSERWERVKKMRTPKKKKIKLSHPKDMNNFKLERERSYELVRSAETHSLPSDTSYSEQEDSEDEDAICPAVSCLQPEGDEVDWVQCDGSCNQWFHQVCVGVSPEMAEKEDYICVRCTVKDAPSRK
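Coupled FDH/NAD⁺ fluorescence readout. KDM5BΔAP 200 nM final; compound titration, 10 min RT preincubation; substrate mix 12.5 µM H3K4me3, 25 µM 2-OG, 50 µM Fe(II), 100 µM ascorbate, 0.25 mM NAD⁺, 0.25 U/mL FDH; ΔRFU over 30 min.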
* = called active by the depositor; ? = inconclusive; & = joins results of further samples; [ ] = another dose, or the depositor's remark. Potency is the fitted concentration of half-maximal effect. Not all compounds are listed. The share of hits here may be higher or lower than overall.

SMILES	KDM5B inhibitor
O=C(/C=C/c1ccc(Cl)cc1)c1ccc2ccccc2c1O	-29%
c1ccc(OCc2cc(CC3(NCc4cccnc4)COC3)no2)cc1	-22%[86.2 µM]
O=C(CCC(=O)Nc1ccc(Cl)cc1)N/N=C/c1ccc2c(c1)OCO2	28%
CC(C)COc1ccc(C(=O)Nc2scc(-c3ccc(Br)cc3)c2C(=O)OC(C)C)cc1	16%
O=C(Cn1ncc(Cl)c(Cl)c1=O)NC1CCCCC1	15%
Cc1nn(C)cc1CN(C)C(=O)C1CN(S(=O)(=O)c2cccnc2)CC12CCCCC2 (stereo not drawn)	2%
Cn1c(C(=O)NCc2ccc(Cl)cc2)cc2c(=O)n(C)c3ccccc3c21	?
COc1cc(/C=C(/NC(C)=O)C(=O)O)cc(Cl)c1OCc1ccc(Br)cc1	35%
CCN(CC)S(=O)(=O)c1cc(C(=O)OCc2nc3ccccc3nc2C)ccc1C	-15%
COc1cccc2cc(-c3cc(=O)oc4c(C)cc(C)cc34)oc12	12%
CCOC(=O)Cn1c(=O)oc2cc(S(=O)(=O)N3CCN(c4ccccc4OC)CC3)ccc21	10%
COc1ccc(-c2noc(N3CCC(C(=O)Nc4ccc(C)c(F)c4)CC3)n2)cc1OC	?
Cc1ccc(-c2nocc2CCC(=O)NCc2ccc(Cl)cc2)cc1	-6%
COC(=O)c1c(NC(=O)C2CC2)sc(C)c1C	11%
CCOc1ccc(S(=O)(=O)N2CCC(C(=O)NC3CC3)CC2)cc1Cl	13%
Cc1ccc(-n2ncc(C(=O)NCc3ccc4c(c3)OCO4)c2C2CCN(C(=O)OC(C)(C)C)CC2)cc1C	?
Nc1ccc(C2(c3ccc(N)cc3)c3ccccc3C(=O)c3ccccc32)cc1	-6%
CCNc1c(NC(=O)Nc2ccc(OCC)cc2)c(=O)oc2ccccc12	8%
C/C(Cl)=C\C[N+](C)(C)CC(=O)OCCc1ccccc1	1%
CCOc1ccccc1NC(=O)C(=O)NCCc1sc2nc(-c3ccc(OC)cc3)nn2c1C	-2%
O=C(Nc1ccc(N2CCCC2=O)cc1)c1nn(-c2ccccc2)c(=O)c2ccccc12	14%
CN1CCN(c2ccc(-c3n[nH]c4c3CC(=O)N(CC3CC3)C4)cc2)CC1	?
O=C(Nc1cccc(-n2cccn2)c1)C1CCCN1C(=O)c1ccoc1 (stereo not drawn)	15%
Cc1nn2c(NCCN(C)C)cc(C(C)(C)C)nc2c1-c1ccc(F)cc1	-27%
CCN(c1cccc(C)c1)S(=O)(=O)c1nnc(NC(=O)c2cccs2)s1	-26%
CC(C)Cn1nc(C(=O)O)c2c1CCN(C(=O)CC(C)c1ccccc1)C2 (stereo not drawn)	-9%
Cc1ccc(-c2ccc3nnc(CNC(=O)C4CCCC4)n3n2)cc1C	?
CN(Cc1ccccc1)C(=O)COC(=O)c1cc2ccccc2oc1=O	?
CC(C)N(Cc1ccccc1)Cc1nnc2cc(-c3nc(-c4ccccc4)no3)ccn12	28µM*
COc1ccc(NC(=O)CSc2cn[nH]n2)c(OC)c1	26%&9%

Shown as labelled records: three of the compounds above
SMILES: Cc1nn2c(NCCN(C)C)cc(C(C)(C)C)nc2c1-c1ccc(F)cc1
  KDM5B inhibitor: -27%

SMILES: CCN(c1cccc(C)c1)S(=O)(=O)c1nnc(NC(=O)c2cccs2)s1
  KDM5B inhibitor: -26%

SMILES: CC(C)Cn1nc(C(=O)O)c2c1CCN(C(=O)CC(C)c1ccccc1)C2 (stereo not drawn)
  KDM5B inhibitor: -9%

(listing goes on)
SMILES	KDM5B inhibitor
NC1(C(=O)O)CCC(c2ccccc2)CC1 (stereo not drawn)	15%
Cc1ccc2nc(C)c(C(=O)NCC(F)(F)F)cc2c1	10%
O=C(Nc1nc2c(s1)CCCCC2)c1ccc(Cl)cc1	-6%
CC(=O)N1Cc2ccccc2CC2(CCCCN2CC2CCOCC2)C1 (stereo not drawn)	4%[115 µM]
CCOc1ccc(Nc2cc(C)nc3ccc(C)cc23)cc1	-12%
CCOc1ccccc1CNCc1ccco1	5%
Cn1nc(-c2ccccc2F)c2cc(C(=O)N3CCOCC3)sc21	6%
Cc1cccc(CC(=O)N2C[C@@H](F)C[C@H]2C(=O)N2CCCCC2)c1	17%
O=C(Cc1c[nH]c2ncc(-c3ccccc3)cc12)Nc1ccc(C(F)(F)F)cc1	-11%[86.2 µM]
CCOCCCNC(=O)Cn1nc(C)n2c(cc3cc(C)ccc32)c1=O	-18%
COc1ccccc1N1CCN(C(=O)COCC(=O)NCc2ccccc2)CC1	12%
O=C(Nc1ccc2[nH]cc(C(C(=O)O)N3CCCCC3)c2c1)c1ccccc1 (stereo not drawn)	-23%
Cn1nc(C(=O)N2CCN(c3ccc(F)cc3)CC2)c2c1-c1ccccc1SC2	-58%
CC(=O)Nc1ccc(NC(=O)COc2ccc3c(C)cc(=O)oc3c2)cc1	?
COCC(=O)NC1CCC12CCN(C(=O)C1CCC1)CC2 (stereo not drawn)	23%
CCN(CC)C(CNC(=O)CSc1nnnn1-c1cccc(F)c1)c1ccco1 (stereo not drawn)	-25%
CCCS(=O)(=O)N1CC(=O)N(c2ccccc2F)C(C)(C(=O)NC2CCCCCC2)C1 (stereo not drawn)	0%
Cc1cccc(C)c1NC(=O)C1CCCN1C(=O)Nc1cccc(F)c1 (stereo not drawn)	17%
O=C1NCCCCCCN(S(=O)(=O)c2cccc3cccnc23)[C@H]2CCC[C@@H]12	-10%
CCC1c2nccn2CCCN1C(=O)c1cnc(C)cn1 (stereo not drawn)	-13%
CCOC(=O)c1c(C)oc2nc(C)nc(NCC3CCN(Cc4ccc(C)cc4)CC3)c12	-12%
CS(=O)(=O)N1CCc2cc(C(=O)Nc3ccccc3Br)ccc21	18%
CCOC(=O)c1cccc(NC(=O)O[C@@H]2CO[C@H]3[C@@H]2OC[C@@H]3NS(=O)(=O)c2cc(OC)ccc2OC)c1	-9%
CCC(=O)N1CCc2cc(S(=O)(=O)CCC(=O)N3CCN(c4ccccc4Cl)CC3)ccc21	-2%
Cn1cc(CN(C(=O)Nc2ccccc2)C2CCCCC2)c2ccccc21	?
COc1ccc(CN2CC3(CCN(S(=O)(=O)c4c(C)noc4C)CC3)C2=O)cc1	-4%
COc1cc(OC)nc(Oc2cccc(Cl)c2C)n1	12%
CCc1ccc(-n2nc(C)c3c(C(=O)Nc4cc(C)c(Cl)cc4OC)cc(C)nc32)cc1	44%[activator]
CS(=O)(=O)N(CC(=O)N1CCc2ccccc2C1)c1ccc(Br)cc1	18%
CCCCCn1c(COc2ccccc2Cl)n[nH]c1=S	-18%

KDM5B inhibitor, what is marked active above
SMILES	KDM5B inhibitor
CC(C)N(Cc1ccccc1)Cc1nnc2cc(-c3nc(-c4ccccc4)no3)ccn12	28µM*

(more compounds)
SMILES	KDM5B inhibitor
Cn1cc(C(=O)NCC2CN(C(=O)c3ccccc3)CC23CN(c2ccccc2)C3)cn1 (stereo not drawn)	8%[86.2 µM]
Cc1noc(C)c1C(=O)Nc1ccc(S(=O)(=O)N2CCCCC2)cc1	-7%
COCCN1C(=O)N(c2cccc(OC)c2)C(=O)C1CC(=O)Nc1ccccc1 (stereo not drawn)	-20%
CCN(C(=O)COC(=O)C12CC3CC(CC(O)(C3)C1)C2)c1c(N)n(Cc2ccccc2)c(=O)[nH]c1=O	24%
O=C(N[C@H]1C[C@H]2C(=O)NC[C@@H](CCC(=O)N3CCN(c4ccccc4)CC3)N2C1)c1ccco1	?
COCCC(=O)N[C@H]1CC[C@]2(C)CC[C@@H]([C@H](C)C(=O)N3CCCC3)[C@H](O)[C@H]2[C@@H]1C	25%[86.2 µM]
CC1CCCN(C(=O)c2ccccc2CSc2nc3ccccc3o2)C1 (stereo not drawn)	-3%
O=C(O)C1(c2ccccc2)CCN(S(=O)(=O)c2ccccc2)CC1	-11%
CCNC(=O)[C@@H]1C[C@H](NC(=O)c2scnc2C)CN1Cc1nc(C)no1	-6%
COC(=O)C1=CN(Cc2ccc(OC)cc2)C=C(C(=O)OC)C1c1ccc(OC)cc1	?
O=C(CN1C(=O)NC(c2ccccc2Cl)C2=C1COC2=O)Nc1cccc(F)c1 (stereo not drawn)	-21%
Cc1ccc(NS(=O)(=O)c2ccc3[nH]c(=O)ccc3c2)cc1N(C)C	-16%
C[C@@H]1CN(C(=O)CCSCc2ccccc2)CC[C@@]1(O)C1CCOCC1	-4%
Cc1ccsc1C=Nc1ccc(-c2ccc(N=Cc3sccc3C)cc2)cc1	?
CN(C(=O)COc1ccc(Cl)cc1Br)C1CCCCC1	2%
CCc1nnc([C@@H]2CC(F)(F)CN2C(=O)c2cc(C)oc2C)o1	?
COc1ccccc1-n1cc(-c2ccc(C)cc2)nc1S(=O)(=O)CC(=O)Nc1ccccc1C(F)(F)F	?
COc1cc(Cl)c(C)cc1NC(=O)CSc1ncc(S(=O)(=O)c2ccc(C(C)(C)C)cc2)c(=O)[nH]1	12%
Cc1cc(C)nc(Nc2nc(-c3ccccc3)c3ccc(Cl)cc3n2)n1	?
COc1ccc(N2CC(NC(=O)c3ccc(Br)o3)CC2=O)cc1 (stereo not drawn)	-26%
CCn1c(SCC(=O)N2CCOCC2)nnc1-c1ccco1	14%
COc1ccc2c(C)c(CC(=O)N3CCCC3)c(=O)oc2c1C	?
CCCc1noc(-c2cccn3c(CNC(=O)c4ccccc4Cl)nnc23)n1	28µM*
COc1ccc(-c2nc3n(n2)C(c2ccc(OC)cc2)C(C(=O)Nc2cccnc2)=C(C)N3)cc1 (stereo not drawn)	?
O=C(CSc1ccccc1F)NC(=O)C1CCCCC1	20%
Cc1ccc(NC(=O)CCC(=O)NNC(=S)Nc2ccc(F)cc2F)cc1C	19%
COc1ccc(C)cc1NC(=O)Cn1c(-c2ccc(F)cc2)nc(C)c(CCO)c1=O	?
CC(=O)N1Cc2ccccc2CC2(CCCN(CC3CCCC3)C2)C1 (stereo not drawn)	-6%[149 µM]
O=[S+]1([O-])CCN(Cc2ccc(-c3cnc4c(OCc5ccccc5)nccn34)cc2)CC1	22µM*
CCn1cnnc1CC1CCCN(C(=O)COc2ccc(C)cc2)C1 (stereo not drawn)	-12%

2 compounds picked at random from the list so far:
SMILES	KDM5B inhibitor
CCn1cnnc1CC1CCCN(C(=O)COc2ccc(C)cc2)C1 (stereo not drawn)	-12%
CCN(C(=O)COC(=O)C12CC3CC(CC(O)(C3)C1)C2)c1c(N)n(Cc2ccccc2)c(=O)[nH]c1=O	24%

Further compounds
SMILES	KDM5B inhibitor
CN(c1ccccc1)c1ccc2c(n1)CN(CCOc1ccccc1)C(=O)CO2	32µM*
COCCCN1C(=O)CC[C@H]2CN(C(=O)c3scnc3C)CC[C@H]21	36%[activator]
O=C(c1cc(Cl)ccc1F)N1CCCC(Nc2ccc3c(c2)OCCO3)C1 (stereo not drawn)	-17%
O=C1CCN(C(=O)COc2ccccc2)CCCC(CO)CCN1 (stereo not drawn)	2%
CCC(C(=O)Nc1cccc(C(C)=O)c1)n1cnc2ccccc2c1=O (stereo not drawn)	18%
O=C(N/N=C/c1ccc2c(c1)OCO2)C(=O)Nc1ccccc1	?
Cn1cccc1C(=O)N1CC(CO)C2(CCNCC2)C1 (stereo not drawn)	-12%
COc1cccc(OCc2nc3ccccc3n2Cc2ccccc2C)c1	1%
Cc1cccc(N2CCN(C(=O)c3ccc4c(c3)N(Cc3cccc(Cl)c3)C(=O)c3ccccc3S4(=O)=O)CC2)c1C	11%
CCOc1cc(C2NC(=O)c3c(sc4c3CCN(C)C4)N2)ccc1OC(=O)c1ccccc1Cl (stereo not drawn)	?

Reformatted: results already given
mol: CCOc1ccc(Nc2cc(C)nc3ccc(C)cc23)cc1
  KDM5B inhibitor: -12%

mol: COCCN1C(=O)N(c2cccc(OC)c2)C(=O)C1CC(=O)Nc1ccccc1 (stereo not drawn)
  KDM5B inhibitor: -20%

Other entries
SMILES	KDM5B inhibitor
Cc1ccc(CNC(=O)C2CCN(c3nc4ccc(C)cc4[nH]3)CC2)cc1	-7%
Cc1ccc2c(c1)C(c1ccc(F)cc1)N(C(=O)C(C)C)CC(=O)N2 (stereo not drawn)	?
CC(c1ccc(S(C)(=O)=O)cc1)N(C)S(=O)(=O)c1cccc(Cl)c1 (stereo not drawn)	13%
Cc1ncsc1CN1C(=O)CO[C@H](c2ccc(NC(=O)CC(C)C)cc2)[C@H]1CO	20%[86.2 µM]
O=C(CC1CC1)N1CCC(Oc2cnc3c(ccn3-c3cncnc3)c2)CC1	-9%[86.2 µM]
COc1cccc(NC(=O)CN2C(=O)CC(c3ccccc3)=Nc3ccccc32)c1	-3%
Cc1ccc(NC(=O)N[C@H]2C[C@@](O)(C(=O)N[C@H](CC(C)C)C(N)=O)C[C@@H](O)[C@@H]2O)cc1	-18%
COCCN1C(=O)c2cccn2CC1CNC(=O)NCc1ccc(OC)cc1 (stereo not drawn)	-2%
CC(C)c1nncn1C1CCN(S(=O)(=O)c2ccc(F)c(Cl)c2)CC1	13%
CC(C)CNC(=O)CCNC(=O)c1ccccc1	21%
COc1ccccc1CCNC(=O)Cc1c(C)c2cc3c(C)coc3cc2oc1=O	?
COc1ccccc1CNC(=O)Cc1csc2nc(-c3ccccc3)cn12	-8%
